Screens as filed in PubChem.
SRC1 TRFRET art: counter-screen for PPARgamma SRC-1 recruitment agonists: TR-FRET artefact. TR-FRET detection artefact counter-screen, emission ratio; hits give high values. TR-FRET ratio at 8 µM. actives 0.34% (n = 99,000). AID 1051; in the data active means TR-FRET ratio above about 2300; further: inactives centre near 1800; reference of the scale not given here
SRC3 TRFRET art: counter-screen for PPARgamma SRC-3 recruitment agonists: TR-FRET artefact; PPARgamma/SRC-3 format; hits give high values; TR-FRET ratio at 8 µM; actives 0.39% (n = 99,000); AID 1048; in the data active means TR-FRET ratio above about 2000; further: inactives centre near 1600; reference of the scale not given here
Numbers without * were called inactive; & = joins results of further samples.

SMILES	SRC1 TRFRET art	SRC3 TRFRET art
O=C(NC(=S)Nc1ccc(NC(=O)c2cccs2)cc1)c1ccco1	1642	1474
Cc1ccc(S(=O)(=O)N(C)CCCC(=O)NC(C)(C)CO)cc1	1663	1545
C=CCOC(=O)C1=C[C@@H](c2ccccc2)[C@H](CCCO)[C@@H](OCC)O1	1853	1817
COc1cc(/C=N/N=C2/NC(=O)C(CC(=O)O)S2)ccc1OCc1cccc(Cl)c1 (stereo unspecified)	1913	1664
CCOC(=O)N1CCN(C(=O)CSc2nnc(-c3cccc(Cl)c3)o2)CC1	1554	1627
CCc1ccccc1N=C1S/C(=C/c2ccccc2OCC(=O)N2CCOCC2)C(=O)N1C	1890	1677
O=C(/C=C/c1ccc(Br)o1)Nc1nccs1	1882	1729
CC[C@H](C)NC(=O)CCCCCn1c(=S)[nH]c2c([nH]c3ccc(OC)cc32)c1=O	2045	1645
COc1ccc(/C(N)=N/OC(=O)c2cccc([N+](=O)[O-])c2C)cc1	1980	1709
Cc1ccc(N(CN2C(=O)c3ccccc3C2=O)C(=O)c2ccc([N+](=O)[O-])cc2[N+](=O)[O-])cc1	1728	1761

Among those listed so far, these have a furan ring, fused or not.
SMILES	SRC1 TRFRET art	SRC3 TRFRET art
O=C(NC(=S)Nc1ccc(NC(=O)c2cccs2)cc1)c1ccco1	1642	1474
O=C(/C=C/c1ccc(Br)o1)Nc1nccs1	1882	1729

Other compounds follow.
SMILES	SRC1 TRFRET art	SRC3 TRFRET art
O=C(CCCOc1ccc(Cl)cc1)Nc1cccc(C(=O)O)c1	1780	1442
CC(C)C[C@H](NC(=O)c1[nH]cnc1C(=O)N[C@@H](C)c1ccccc1)C(=O)OC(C)(C)C	1546	1445
Cn1nc(CC(=O)Nc2ccc3c(c2)CCC3)c2ccccc2c1=O	2064	1663
CSc1nnc(NC(=O)C2CCCCC2)s1	1715	1401
CC(OC(=O)c1ccc(S(=O)(=O)NCc2ccco2)cc1)C(=O)Nc1ccc(Cl)cn1 (stereo unspecified)	1820	1665
Cn1c(=O)n(C)c2cc(NC(=O)CSc3nnc(-c4ccccc4O)n3-c3ccccc3)ccc21	1964	1561
O=S(=O)(Nc1cccc(S(=O)(=O)N2CCCCCC2)c1)c1ccccc1	1497	1682
O=C(Nc1ccccc1Cc1ccccc1)c1ccc2c(c1)SC1=NS(=O)(=O)CCN12	1834	1738
O=C(NCC1OCCc2ccccc21)c1cc(COc2ccc(F)cc2Cl)on1 (stereo unspecified)	1763	1876
CCOc1cc(C=O)ccc1OS(=O)(=O)c1ccc(NC(C)=O)cc1	1588	1591
N#CC(C#N)=Cc1cccn1-c1ccc(C(=O)O)cc1	1831	1474
O=C(CSc1ccccc1C(=O)O)NCC1CCCCC1	1796	1436
O=C(CSc1nnc(CNC(=O)C23CC4CC(CC(C4)C2)C3)n1-c1ccc(F)cc1)Nc1ccccc1	1780	1511
Cc1ccc(S(=O)(=O)CC(=O)c2cc(C)c(O)c(C)c2)cc1	2154	1496
CN1C/C(=C/c2cccnc2)C(=O)/C(=C/c2cccnc2)C1	1714	1372
CCOC(=O)c1c(-c2ccccc2)csc1N1C(=O)Nc2ccccc2N1O	1814	1634
Cc1cccc(NS(=O)(=O)c2cc(C(=O)N3CCCC3)ccc2Cl)c1	1625	1628
COc1ccc(C(=O)/C=C/c2cc(OC)c(O)c(OC)c2)c(F)c1	1794	1472
CSc1nc(C)c(Cl)c(C)c1C#N	1763	1506
O=C(NCCCn1ccnc1)c1cc(C2CC2)on1	1816	1452

By substructure: the entries above containing fluorine
SMILES	SRC1 TRFRET art	SRC3 TRFRET art
O=C(NCC1OCCc2ccccc21)c1cc(COc2ccc(F)cc2Cl)on1 (stereo unspecified)	1763	1876
O=C(CSc1nnc(CNC(=O)C23CC4CC(CC(C4)C2)C3)n1-c1ccc(F)cc1)Nc1ccccc1	1780	1511
COc1ccc(C(=O)/C=C/c2cc(OC)c(O)c(OC)c2)c(F)c1	1794	1472

Later entries.
SMILES	SRC1 TRFRET art	SRC3 TRFRET art
O=C(O)c1cccc(NC(=S)NC(NC(=O)c2ccccc2[N+](=O)[O-])C(Cl)(Cl)Cl)c1 (stereo unspecified)	1743	1428
Cc1cc(Cl)ccc1NC(=O)COC(=O)c1nc2nccc(C)n2n1	2291	1634
CC(NC(=O)NC12CC3CC(CC(C3)C1)C2)c1ccc2c(c1)OCO2 (stereo unspecified)	1877	1538
CCN(CC)S(=O)(=O)c1ccc(C)c(NC(=O)COc2ccc3c(C)cc(=O)oc3c2)c1	1987	1523
O=C(c1cccc([N+](=O)[O-])c1)N(c1ccccn1)c1ccccn1	1596	1521
CCN1/C(=C\c2ccc3ccccc3[n+]2CC)Sc2cc(C)ccc21	2162	1854
COc1ccc(-c2ocnc2C(=O)N2CCN(C(c3ccccc3)c3ccccc3)CC2)cc1	1834	1575
CCCCNC(=O)CSc1nc2cc3c(cc2c(=O)n1CCCC(=O)NCCc1ccc(OC)c(OC)c1)OCO3	1744	1499
O=C(Cn1cnc([N+](=O)[O-])n1)N/N=C/c1cccc2ccccc12	1708	1436
COc1ccc(CNC(=O)c2noc(C)c2[N+](=O)[O-])cc1	1595	1728
CC1CCCC(NC(=O)COC(=O)c2ccccc2Sc2ccccc2C#N)C1C (stereo unspecified)	1794	1602
COc1cc(CN2CCN(S(=O)(=O)c3ccc(NC(C)=O)cc3)CC2)cc(OC)c1O	1746	1463
Cc1cc(F)ccc1NCc1ccncc1	1755	1367
O=C(NCCCN1CCCC1)c1ccc2c(Cl)c3c(nc2c1)CCCC3	1782	1516
Cc1ccc(-c2sc(-c3cccnc3)nc2CC(=O)O)cc1	1854	1650
CCN1CCCC1CNC(=O)c1cc(S(=O)(=O)CC)c(N)cc1OC (stereo unspecified)	2108&1833	1485&1588
CC(C)(C)c1ccc(/C=N/NC(=O)C(=O)NCCCN2CCOCC2)cc1	1812	1586
CC(C)CNC(=O)Nc1ccc(F)c(Cl)c1	2075	1579
COc1ccc(NC(=O)CSc2nnc(Cn3c(=O)sc4ccccc43)n2C)c(OC)c1	1693	1713
Cc1nc2ccccn2c1C(=O)NC1CCCCC1	1718	1654
CCN(CC)S(=O)(=O)c1ccc(N2CCOCC2)c(NS(=O)(=O)c2ccc(C(C)C)cc2)c1	2004	1592
CCOC(=O)c1sc(NC(=O)Nc2ccccc2F)nc1C	1816	1519
COc1cccc(OC)c1C(=O)Nc1ccc(C)cc1C(=O)c1ccccc1	1731	1335
O=C(COC(=O)c1cnccn1)Nc1cccc2ccccc12	1524	1697
O=C(CCn1c(=S)oc2ccccc21)Nc1cccc(O)c1	1853	1663
CCc1ccc(NC(=O)c2noc(C(C)C)c2[N+](=O)[O-])cc1	2087	1539
COC(=O)c1sccc1NC(=S)N1CCN(c2ccc(F)cc2)CC1	1808	1815
Oc1oc(-c2ccc(Br)cc2)nc1/C=N/c1ccccn1	1531	1432
COc1ccc2[nH]c(=O)c(CN(CC3CCCO3)C(=S)Nc3ccc(C)cc3)cc2c1 (stereo unspecified)	1779	1789
Fc1cccc(F)c1-n1c(CN2CCOCC2)csc1=S	1698	1713

5 of the compounds above, in CSV form.
smiles,SRC1 TRFRET art,SRC3 TRFRET art
O=C(CCn1c(=S)oc2ccccc21)Nc1cccc(O)c1,1853,1663
COc1cccc(OC)c1C(=O)Nc1ccc(C)cc1C(=O)c1ccccc1,1731,1335
CCc1ccc(NC(=O)c2noc(C(C)C)c2[N+](=O)[O-])cc1,2087,1539
Fc1cccc(F)c1-n1c(CN2CCOCC2)csc1=S,1698,1713
COc1ccc2[nH]c(=O)c(CN(CC3CCCO3)C(=S)Nc3ccc(C)cc3)cc2c1 (stereo unspecified),1779,1789

Next compounds follow.
SMILES	SRC1 TRFRET art	SRC3 TRFRET art
CSCC(C)N1CCC(CO)(CCc2ccccc2)CC1 (stereo unspecified)	1880	1449
COc1ccc(OCCSc2nnc(C(C)NC(=O)c3ccccc3F)n2C)cc1 (stereo unspecified)	1911	1738
CNC(=O)c1cn(-c2ccc(Cl)cc2)c(=O)c2ccccc12	1630	1582
CCOC(=O)c1ccc(S(=O)(=O)NNC(=O)c2cccc(N(C)C)c2)cc1	1668	1421
COc1cc(C(=O)Nc2nccs2)ccc1OCc1c(C)noc1C	2098	1629
Cc1cccc(C(=O)OC2CCN(C)CC2)c1	1738	1840
Cc1cc(C)cc(OCC(=O)OCC(=O)NCc2cccs2)c1	1477	1508
CC(C)Oc1cccc(C(=O)C2CCCN(C(=O)c3noc4c3CCCC4)C2)c1 (stereo unspecified)	1715	1434
C/C(=N\Nc1cc(C)nc(-c2ccccc2O)n1)c1ccccc1	1882	1526
CC1(C(=O)OCC(=O)Nc2ccccc2)CC1(Cl)Cl (stereo unspecified)	1919	1610
O=[N+]([O-])c1ccc(N/N=C/c2sc(N3CCOCC3)nc2-c2ccccc2)c(S(=O)(=O)Nc2ccccc2Cl)c1	1920	1470
COc1cc(OC)nc(S(C)(=O)=O)n1	1588	1440
CCCCC(=O)Nc1ccc(NC(=O)c2ccc(C)c([N+](=O)[O-])c2)cc1OC	1933	1710
CCc1ccc(N(CC(=O)Nc2ccc(OC)cc2OC)S(C)(=O)=O)cc1	1771	1670
Cc1nn(-c2ccccc2)c(C)c1/C=C1\C(=O)N(C)C(=S)N1C	1746	1552
COc1ccc(C(=O)C2CCN(C(=O)c3ccco3)CC2)cc1	1823	1752
COc1cc(C)nn1-c1ccc(Cl)cc1	2088	1402
O=C(Cn1cnc2cc([N+](=O)[O-])ccc2c1=O)NC(c1ccccc1)c1ccccc1	2063	1455
CCCCCc1nnc(NC(=O)Cc2ccc([N+](=O)[O-])cc2)s1	2079	1537
CN(C)c1ccc(/C=C/C(=O)c2ccccc2)cc1[N+](=O)[O-]	1595	1491
COc1ccc(N2C(=O)c3cccc4cc(Br)cc(c34)C2=O)cc1	1567	1746
O=C(c1ccc(F)cc1)N1CCN(c2ccc([N+](=O)[O-])c(N3CCOCC3)c2)CC1	1750	1681
COc1cc(/C=C2/NC(=O)N(Cc3ccccc3F)C2=O)cc(OC)c1OC	2103	1526
CCC(C(=O)OCC(=O)Nc1cccc(OC)c1)c1ccccc1 (stereo unspecified)	1616	1494
O=C(CC(NC(=O)c1ccccc1Cl)c1ccccc1)NC1=NCCS1 (stereo unspecified)	1995	1560
Cc1cccc(C(=O)Nc2nnc(-c3cccnc3)o2)c1	1708	1563
CCOc1cc(/C=C2/COc3ccccc3C2=O)ccc1OCC(=O)N(C)C	1736	1619
O=C(CCc1ccc(O)c(O)c1)NNC(=S)NCCc1ccccc1	1843	1584
COc1ccc(Cl)cc1NC(=O)CSc1nnc(CNC(=O)c2ccco2)o1	1678	1563
CC1=CC(=O)N(c2ccc(C)cc2)C1c1ccc(Cl)cc1 (stereo unspecified)	1973	1785
COc1ccc(NC(=O)c2noc(C(C)C)c2[N+](=O)[O-])cc1	1831	1830
CCCCNc1nc(=S)n(-c2ccccc2)c(C)c1C(C)=O	1786	1488
CCOC(=O)N1CCC(NC(=O)c2cc(C(=O)Nc3ccc(S(=O)(=O)N4CCOCC4)cc3)ccc2CO)CC1	1732	1506
CCOc1ccc(C(=O)Nc2cccc(C)n2)cc1	1936	1634
Cc1c(NC(=O)CSc2nnc(N)s2)c(=O)n(-c2ccccc2)n1C	1678	1345
Cc1ccc(-c2cc(C(=O)NCCc3ccccn3)c3ccccc3n2)c(C)c1	1707	1541
CC(O)Cc1cn(CC(=O)N2CCN(C(=O)OC(C)(C)C)CC2)nn1 (stereo unspecified)	1799	1750
COCCCN=C1NN=C(c2cc(C)n(Cc3ccccc3Cl)c2C)CS1	1755	1522
CCOc1cc(Br)c(Br)c(C=Nc2ccc(NC(C)=O)cc2)c1O	1689	1465
COc1cccc(OC)c1C(=O)NC(=S)N1CCOCC1	2031	1801
Cc1csc(Nc2ccccc2)n1	2135	1764
COc1cc(NC(c2ccccc2)c2ccccc2)cc(OC)c1OC	2057	1538
COc1cc(CNCCO)cc(Cl)c1OCc1ccc(Cl)cc1Cl	1748	1500
O=C(Nc1sc2c(c1C(=O)O)CCCCC2)c1cccs1	1752	1466
O=C(NC1CC1)c1cc(OCC(F)(F)F)ccc1OCC(F)(F)F	1866	1472
CC(=O)Nc1ccc(OCC(=O)NCc2ccc(C)cc2)cc1	1370	1643
O=c1cc(O)c2ccccc2[nH]1	1856	1873
COCCCNC(=O)/C(C#N)=C/c1ccc(F)cc1	1735	1442
CCCCNC(=S)N(C)/N=C/c1sc(N2CCCCC2)nc1-c1cccs1	2157	1664
CCN(CC)CCn1c(=S)[nH]c2ccc(Br)cc2c1=O	1845	1794

(continued)
SMILES	SRC1 TRFRET art	SRC3 TRFRET art
Cc1cc(Oc2ccc(=O)n(C)n2)nc(=S)[nH]1	1676	1233
COc1cc(/C=C2\N=C(c3c(-c4ccccc4)noc3C)OC2=O)ccc1OC(C)=O	1838	1668
O=C(O)/C=C/c1coc2ccc(F)cc2c1=O	1657	1558
CCCn1c(SCC(=O)NCc2ccccc2Cl)n[nH]c1=O	1904	1489
O=c1oc2ccccc2cc1N1CCOCC1	1890	1605
O=C(/C=C/c1ccc(Cl)c([N+](=O)[O-])c1)Nc1ccc(N2CCCC2)cc1	1836	1652
Cc1cc(C)nc(NC(=O)c2csnn2)c1	1865	1681
O=C(NCCC1=CCCCC1)c1cccc2c1C(=O)N(C1CCCCC1)C2	1852	1553
N/C(=N\OC(=O)c1ccc(F)cc1)c1ccc(Br)cc1	1769	1669
S=c1[nH]nc(-c2ccco2)n1-c1ccc(Cl)cc1	2279	2067*
Cc1cc(C(=O)NCCN2CCN(c3cccc(Cl)c3)CC2)n(-c2ccccc2)n1	1720	1565
COc1ccc(OC)c(S(=O)(=O)N(C(C)=O)c2ccc3oc(=O)sc3c2)c1	1563	1495
CCCCc1c(O)nc(SCC(=O)Nc2ccc3c(c2)CCC3)[nH]c1=O	1934	1327
Cc1cccc(NC(=O)Cn2c(O)c(N=NC(=O)c3ccccc3O)c3ccccc32)c1	1626	1472
Cn1c(=O)n(C)c2cc(NS(=O)(=O)c3cccs3)ccc21	1824	1559

An excerpt; rates above refer to the full screens.
